LYPLA1 inh – LYPLA1 (human) inhibition in PME1 counter-screen; inhibition, % at 5.9 µM; recombinant LYPLA1, FP-Rh probe fluorescence polarization; 320,000 compounds, 0.16% hits; O75608;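 active = inhibition above the mean of all tested compounds plus 3 SD, set per campaign, cut at about 14% in these data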;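 note: inhibitors block serine hydrolase probe labeling of LYPLA1 so polarization falls; 0% = enzyme with DMSO and 100% = wells lacking LYPLA1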
GSTO1 inh – GSTO1 inhibition, counter-screen for RBBP9 inhibitors; recombinant GSTO1, activity-based probe fluorescence polarization; inhibition, % at 5.96 µM; 300,000 compounds, 1.1% hits; AID 1974;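 active = inhibition above the campaign mean inhibition plus 3 SD, cut at about 35% in these data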;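 note: 0% = GSTO1-1 with DMSO and 100% = wells lacking GSTO1-1 enzyme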
Target sequence (P78417 whole entry, looked up): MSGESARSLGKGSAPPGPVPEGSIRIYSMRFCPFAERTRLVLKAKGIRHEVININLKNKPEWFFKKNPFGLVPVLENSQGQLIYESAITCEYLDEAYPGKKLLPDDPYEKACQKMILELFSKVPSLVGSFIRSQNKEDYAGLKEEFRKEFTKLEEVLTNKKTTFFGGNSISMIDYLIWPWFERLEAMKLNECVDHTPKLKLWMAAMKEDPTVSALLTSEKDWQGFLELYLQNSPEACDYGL
PAFAH2 FP inh – PAFAH2 (human) inhibition | Q99487 | recombinant PAFAH2, FP-rhodamine activity probe, fluorescence polarization | inhibition, % at 3.39 µM | 340,000 compounds, 0.99% hits;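 active = inhibition above the mean over all tested compounds plus 3 SD, cut at about 30% in these data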;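 note: inhibitors block probe labeling of enzyme so polarization drops; 0% = enzyme with DMSO and 100% = wells lacking PAFAH2 protein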
PAFAH1B2 inh – blocks human PAF acetylhydrolase 1b catalytic subunit 2 | recombinant PAFAH1B2, FP-rhodamine activity probe, fluorescence polarization | 340,000 compounds, 1.2% hits | inhibition, % at 3.39 µM | P68402 | AID 492953;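 active = inhibition above the mean of all tested compounds plus 3 SD, cut at about 24% in these data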;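 note: 0% = enzyme with DMSO and 100% = wells lacking PAFAH1B2; many of its hits are not listed in these tables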
LYPLA2 counter – counter-screen for PME1 inhibitors: inhibitors of human LYPLA2 | recombinant LYPLA2, FP-Rh probe fluorescence polarization | 320,000 compounds, 0.38% hits | O95372 | inhibition, % at 5.9 µM | AID 2177;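 active = inhibition above the screen-wide mean plus 3 SD, limit set per campaign, cut at about 26% in these data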;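 note: 0% = LYPLA2 with DMSO and 100% = wells lacking LYPLA2 enzyme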
pPAFAH FP inh – pPAFAH (human) enzyme inhibition; recombinant pPAFAH, FP-rhodamine probe fluorescence polarization; inhibition, % at 3.39 µM; 330,000 compounds, 1.5% hits;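 active = inhibition above the mean inhibition across the screen plus 3 SD, cut at about 25% in these data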;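 note: inhibitors block binding of the rhodamine activity-based probe so polarization drops; 0% = enzyme with DMSO and 100% = wells lacking pPAFAH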
PAFAH1B3 FP inh – PAFAH1B3 (human) inhibition; recombinant PAFAH1B3, FP-rhodamine probe, fluorescence polarization; inhibition, % at 3.39 µM; 340,000 compounds, 0.28% hits;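 active = inhibition above the screen-wide average of all tested compounds plus 3 SD, cut at about 25% in these data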;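 note: 0% = enzyme with DMSO only and 100% = wells lacking PAFAH1B3 protein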
PAD4 inh – inhibitors of human PAD4; Q9UM07; recombinant PAD4, RCA probe fluorescence polarization; inhibition, % at 6.36 µM; 330,000 compounds, 0.41% hits; AID 485272;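 active = percent inhibition above a cutoff equal to the mean of all tested compounds plus 3 SD, cut at about 15% in these data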;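 note: 0% = PAD4 with RCA probe and DMSO and 100% = probe without PAD4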
PREPL inhibitor – inhibits the human prolyl oligopeptidase-like enzyme; recombinant PREPL, fluorescence polarization activity-based probe; inhibition, % at 5.96 µM; Q4J6C6; 320,000 compounds, 0.68% hits; in the data active = inhibition above about 43%;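 note: 0% = enzyme with DMSO and 100% = wells lacking enzyme; many of its hits are not listed in these tables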
Target sequence (Q4J6C6 whole entry, looked up): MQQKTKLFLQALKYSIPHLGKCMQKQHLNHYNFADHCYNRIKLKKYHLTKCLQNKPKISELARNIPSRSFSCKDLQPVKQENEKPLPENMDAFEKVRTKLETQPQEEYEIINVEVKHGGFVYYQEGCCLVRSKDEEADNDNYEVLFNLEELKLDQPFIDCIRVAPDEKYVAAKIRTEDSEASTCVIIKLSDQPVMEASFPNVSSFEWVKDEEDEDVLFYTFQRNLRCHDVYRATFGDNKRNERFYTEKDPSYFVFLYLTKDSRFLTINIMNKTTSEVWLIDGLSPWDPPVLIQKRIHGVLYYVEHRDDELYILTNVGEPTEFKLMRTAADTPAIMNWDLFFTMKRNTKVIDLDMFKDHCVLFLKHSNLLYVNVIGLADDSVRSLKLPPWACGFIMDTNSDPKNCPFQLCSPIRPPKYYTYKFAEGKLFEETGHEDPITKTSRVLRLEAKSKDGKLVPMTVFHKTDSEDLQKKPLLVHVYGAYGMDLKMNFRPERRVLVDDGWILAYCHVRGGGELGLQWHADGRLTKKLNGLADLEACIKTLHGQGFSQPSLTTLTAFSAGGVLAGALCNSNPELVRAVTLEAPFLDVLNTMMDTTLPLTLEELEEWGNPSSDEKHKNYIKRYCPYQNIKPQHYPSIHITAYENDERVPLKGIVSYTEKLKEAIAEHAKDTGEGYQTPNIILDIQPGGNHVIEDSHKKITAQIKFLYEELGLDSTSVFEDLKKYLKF
Active calls of the source: *; · = not tested or not shown.

SMILES	LYPLA1 inh	GSTO1 inh	PAFAH2 FP inh	PAFAH1B2 inh	LYPLA2 counter	pPAFAH FP inh	PAFAH1B3 FP inh	PAD4 inh	PREPL inhibitor
N=C1/C(=C\c2coc3ccccc3c2=O)C(=O)N=C2SC=CN12	0	7	10	2	6	8	2	0	16
CN1CCC(OC(=O)COc2ccc(Br)cc2)CC1	0	-5	0	2	-9	-3	10	-4	12
CN1OCC(S(=O)(=O)c2ccccc2)C1c1ccccc1 (centres undefined)	-2	5	1	11	-2	3	-5	-4	-5
COc1ccc(NS(=O)(=O)c2cc(NC(=O)c3ccc(=O)[nH]c3)ccc2N2CCOCC2)cc1	-2	-20	6	0	-5	-8	10	-4	5
COC(=O)[C@@H](NCc1cccc(CN[C@H](C(=O)OC)c2ccccc2)c1)c1ccccc1	0	5	-4	3	0	1	11	3	14
Cc1ccc(S(=O)(=O)C2(C(=O)N3CCN(c4cc(C)ccc4C)CC3)CC2)cc1	-1	-5	1	1	-3	0	1	-4	8
CCOC(=O)C1C(C(=O)OC)=C(c2ccc(OC)cc2)c2ccccc2N1S(=O)(=O)C(F)(F)F (centres undefined)	·	·	5	4	·	3	6	3	·
C/C(=N\N=C1\NC(=O)C(CC(=O)Nc2ccc(Cl)cc2)S1)c1ccco1 (centres undefined)	-3	9	0	-4	1	6	7	-1	-6
CCOC(=O)CSc1nc2cc(S(=O)(=O)N3CCOCC3)ccc2n1CC	0	-14	3	1	-4	10	8	-3	6
CCCCN(C)CCNC(=O)CN1C(=O)CSc2ccc(S(=O)(=O)N3CCOCC3)cc21	-2	3	-3	-1	0	6	-2	1	1
O=C(NC1CCCC1)C(c1ccncc1)N(C(=O)c1csnn1)c1cccc(F)c1 (centres undefined)	2	3	3	2	0	7	2	-5	-4
N[C@@H](Cc1ccccc1)c1nnc(SCc2ccccc2F)o1	0	-17	6	4	2	2	8	-3	-9
CCOc1ccccc1NC(=O)COC(=O)C(Cc1ccccc1)NC(=O)c1ccco1 (centres undefined)	1	·	2	7	4	-3	5	-3	0
Cc1ccccc1N1CCN(C(=S)c2ccc(-c3ccc([N+](=O)[O-])cc3)o2)CC1	0	-1	-4	-2	2	1	-1	-4	6
COc1ccc(/C=C/C(=O)NC(=S)Nc2ccc(S(=O)(=O)Nc3ccc(OC)nn3)cc2)cc1	-2	2	1	5	5	10	5	-3	-1
Cc1c(C(=O)N2CCN(c3ccccc3)CC2)sc2ncnc(N3CCN(c4ccccn4)CC3)c12	-3	4	-5	8	-3	1	12	-1	2
O=S(=O)(Nc1ccon1)c1ccc(Br)s1	1	-1	8	7	7	3	0	-7	-2
O=C(Nc1cc(S(=O)(=O)N2CCOCC2)ccc1Cl)c1cc2ccccc2o1	-1	·	-1	4	-6	4	5	6	3
O=C(NCc1nc(-c2ccccc2)no1)c1ccc(Br)o1	-2	4	6	-1	3	3	0	0	-1
O=C(O)c1ccccc1OCc1ccccc1Br	-2	6	0	8	1	2	2	1	-1

The last 2 entries of the part above are carried over, then new ones follow.
SMILES	LYPLA1 inh	GSTO1 inh	PAFAH2 FP inh	PAFAH1B2 inh	LYPLA2 counter	pPAFAH FP inh	PAFAH1B3 FP inh	PAD4 inh	PREPL inhibitor
O=C(NCc1nc(-c2ccccc2)no1)c1ccc(Br)o1	-2	4	6	-1	3	3	0	0	-1
O=C(O)c1ccccc1OCc1ccccc1Br	-2	6	0	8	1	2	2	1	-1
CC(C)Nc1ccc(Cl)cc1[N+](=O)[O-]	2	7	·	·	6	2	·	-4	-10
COC(=O)c1ccc([C@H](NC(=O)c2ccco2)[C@]2(C)C[C@H]2C2CCCCC2)cc1	-7	-6	-2	4	-10	-2	1	-5	1
COc1ccc(-n2c(CN3CCN(C)CC3)nc3ccc([N+](=O)[O-])cc3c2=O)c(OC)c1	-5	1	1	5	-7	-7	0	-2	25
COc1ccc(CSCC(=O)N/N=C/c2ccc(OCC(=O)N3CCCCC3)cc2)cc1	1	-3	0	-2	-2	1	5	0	13
O=C(Nc1ccncc1)Nc1ccncc1	-3	5	5	0	5	2	7	3	7
CCOc1ccc(S(=O)(=O)N2CCC(C(=O)NCc3ccccn3)CC2)cc1Cl	2	-1	2	5	-1	0	9	-3	12
NC(=O)CSc1nnc(-c2ccc([N+](=O)[O-])cc2)o1	-5	6	-8	-1	-4	-7	0	-5	7
CN(Cc1ccccc1)S(=O)(=O)c1ccc(Cl)c(C(=O)N2CCC(C(N)=O)CC2)c1	·	·	-4	-1	·	0	10	3	8
COC(=O)c1ccc2c(=O)n(CC3CCCO3)c(SCC(=O)Nc3ccc(OC)cc3OC)nc2c1 (centres undefined)	0	-2	-4	2	5	-2	5	5	5
O=C(O)C1CC=CCC1C(=O)N1CCc2ccccc21 (centres undefined)	-1	-1	-2	-2	8	-3	3	1	-1
c1csc(C2=NNC(=NC3CCCCC3)SC2)c1	1	-6	·	·	7	5	·	-3	0
O=[N+]([O-])c1cc(C(F)(F)F)ccc1NC1CCN(Cc2ccccc2)C1 (centres undefined)	-1	-3	1	1	0	9	13	-4	-10
NC1=NC(c2cccc(Cl)c2)N(CCc2ccc(F)cc2)C(N)=N1 (centres undefined)	1	1	4	0	7	4	-1	1	-23
Cc1cc(C)cc(OCC(O)CN2CCN(Cc3ccc4c(c3)OCO4)CC2)c1 (centres undefined)	-1	-2	0	3	-3	0	1	-6	-8
[N-]=[N+]=CC(=O)CCCN1C(=O)c2ccccc2C1=O	2	-2	0	-1	2	-1	3	-7	0
COc1ccc2nc(N3C(=O)CNC3=S)sc2c1	2	2	12	1	-2	10	9	-5	-4
COc1cc(/C=C2/C(=O)NN(c3cccc(Cl)c3)C2=O)cc(OC)c1O	1	15	0	10	8	11	8	-3	7
CCn1c(SCC(=O)NCC(=O)Nc2ccc(F)cc2)nnc1-c1cccs1	1	0	3	5	4	-2	17	-5	-6
CC(C)Oc1ccc(C2CCC(=O)NC2=O)cc1 (centres undefined)	3	-3	-2	5	2	3	0	-4	2
Cc1cc(C)c(NS(=O)(=O)c2ccc(NC(=O)CCC(=O)O)cc2)c(C)c1	-2	15	0	10	4	5	1	-1	-6
CCN1C(=O)CC(N2CCN(c3ccc(C(=O)c4ccccc4)cc3)CC2)C1=O (centres undefined)	1	3	-3	4	9	7	6	2	7
O=C(CCN1C(=O)C2C3C=CC(C4CC34)C2C1=O)Oc1cccc2cccnc12 (centres undefined)	4	24	4	-1	1	1	7	3	-1
CC(=O)Nc1cccc(N2CCCC2=O)c1	0	-3	4	3	-1	1	1	5	3
Cc1cc(C(=O)COC(=O)CNS(=O)(=O)c2ccc3ccccc3c2)c(C)n1-c1ccccc1	-5	1	-5	-2	-12	9	5	-8	-14
CC(C)(C)c1ccc(C(=O)N/C(=C\c2cccc([N+](=O)[O-])c2)C(=O)Nc2cccc(C(=O)O)c2)cc1	-6	-29	4	11	-7	14	12	0	-8
Cc1n[nH]c(=O)nc1NC1CCCCC1	-1	-5	2	4	-1	5	2	0	2
Cc1cc(C(C#N)c2ccccc2F)n2ncnc2n1 (centres undefined)	-1	-2	1	4	1	11	1	-2	5
COc1cccc(-c2ncc3ccccc3c2COC(=O)c2ccc(C(C)(C)C)cc2)c1	0	·	2	-3	-2	-1	8	0	9
CNC(=S)N/N=C/c1cn(CCOc2ccc(OC)cc2)c2ccccc12	-4	-6	7	-2	8	23	7	-3	24
Cc1ccc(C)c(S(=O)(=O)N2CCCC2CNC(=O)C(=O)NC2CC2)c1 (centres undefined)	4	-1	-6	3	9	2	7	-4	7
CCCc1nc(SCc2ccc(OCC)cc2)n[nH]1	-2	2	5	3	-3	0	8	-11	4
Cc1noc(C)c1S(=O)(=O)NCCc1ccc(S(N)(=O)=O)cc1	3	0	-2	-3	7	3	7	-2	0
Cc1cc(NC(=O)COC(=O)COc2ccc(Cl)cc2C)c([N+](=O)[O-])cc1C	3	31	2	3	0	6	13	-8	18
CCN(CC)c1ccc(NC(=O)COc2ccc(N(C)S(=O)(=O)c3cccs3)cc2)cc1	0	5	8	4	5	10	2	-5	-1
Cc1ccccc1OCc1nc(-c2ccc(NC(=O)c3cccs3)cc2)no1	-15	-16	-24	-4	-18	-22	-2	-1	0
COc1ccccc1N1CCN(C(=O)c2ccc(N3CCCC3=O)cc2)CC1	1	7	5	3	1	0	1	3	-3
CC(=O)N1CCc2cc(Br)cc(S(=O)(=O)N3CCN(c4ccccn4)CC3)c21	2	9	4	6	-4	4	6	-4	-3
O=c1cc(O)nc(-c2ccccc2)s1	1	-5	3	5	2	6	8	1	-4
CCCCNC(=O)CNC(=S)N(Cc1ccccc1F)C1CCCCC1	-1	-2	6	2	6	2	4	3	0
O=C(/C=C/c1ccc(Br)o1)OCc1nc2ccsc2c(=O)[nH]1	0	14	26	-1	1	20	0	-2	-4
COc1ccc(Cc2nnc(NCCO)[nH]c2=O)cc1	1	-2	-2	8	-1	6	4	3	8
O=C(COC(=O)/C=C/c1ccccc1)Nc1nnc(-c2ccccc2)o1	1	-3	1	9	-1	1	5	-5	5
C=CCN1CCN(C(CCC)c2nnnn2Cc2ccco2)CC1 (centres undefined)	2	-2	3	4	7	-1	6	-6	4
Cc1ccc(OCCCCn2ccnc2C)c(C)c1	-2	6	-1	2	2	1	7	1	7
O=C(NC1CCS(=O)(=O)C1)/C(=C/c1ccc(Cl)cc1)NC(=O)c1ccccc1 (centres undefined)	-1	-5	4	4	5	8	0	1	9
CC(=O)c1cccc(N/C=C\c2nnnn2-c2ccc(F)cc2)c1	2	3	-2	2	-2	5	4	1	4
O=C(N/N=C/c1ccccc1Br)c1ccc(CSc2cccc3cccnc23)cc1	-31	7	-40	-14	-51	-5	-20	-6	-9
Cc1cccc(C(=O)N2CCCC(CCC(=O)N3CCN(c4ccccn4)CC3)C2)c1 (centres undefined)	-1	0	-8	2	-2	9	4	2	13
O=C(Nc1ccc([N+](=O)[O-])cc1)Nc1nc(-c2ccc(Cl)s2)cs1	-24	-9	-16	9	-15	2	0	-13	5
Cc1ccc(NC(=O)CCn2ccc([N+](=O)[O-])n2)nc1	0	9	-5	3	1	2	8	8	3
CN(C)CCC(=O)N1c2ccccc2Sc2ccc(Cl)cc21	-1	-18	0	0	6	0	3	0	2
c1ccc(Oc2nc3ccccc3n3cccc23)cc1	-3	-9	-4	3	-1	1	12	-6	4
COc1ccc2oc(=O)c(-c3cn4ccc(C)cc4n3)cc2c1	-1	-5	4	1	9	5	9	0	8
c1ccc(OCCCc2nc(-c3cccnc3)no2)cc1	1	-3	1	8	-2	-2	1	-3	-9
CC1CCCN(CC(=O)Nc2ccc(S(=O)(=O)N3CCCC3)cc2)C1 (centres undefined)	-4	2	1	5	-3	0	-3	-3	5
O=C(O)CN1CCN(C(c2ccccc2)c2ccccc2)CC1	-2	6	10	4	0	2	12	2	6
CC(=O)n1nc(-c2ccncc2)nc1SCC(=O)Nc1cccc(Cl)c1	-2	0	0	2	-2	0	5	-7	-10
COc1ccc(NC(=O)c2cc3ccccc3cc2OC)cc1	-2	0	3	-4	-3	4	11	0	-2
Cc1ccc(NC(=O)c2cc(S(=O)(=O)N3CCC4(CC3)OCCO4)ccc2F)cc1	-1	0	0	5	6	1	6	5	-6

Source: PubChem (The Scripps Research Institute Molecular Screening Center)

The list is partial, so the mix of outcomes need not match the whole.
